APOBEC3G inh = APOBEC3G DNA deaminase inhibitors, primary screen, biochemical, fluorescence, single-stranded DNA substrate, uHTS | DNA dC->dU-editing enzyme APOBEC-3G (Homo sapiens), Q9HC16 | recombinant A3G, ssDNA deamination FAM/TAMRA fluorescence | inhibition, % at 20 µM | 0.28% of 330,000 active | AID 493012, 2011;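 active = inhibition of at least 40% at 20 µM, with no more than 30% in the related APOBEC3A deaminase screen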;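 also: plate controls were DMSO wells with A3G for no effect and wells lacking A3G enzyme for full effect; some compounds called inactive have numbers as strong as hits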
Target sequence (Q9HC16 whole entry, looked up): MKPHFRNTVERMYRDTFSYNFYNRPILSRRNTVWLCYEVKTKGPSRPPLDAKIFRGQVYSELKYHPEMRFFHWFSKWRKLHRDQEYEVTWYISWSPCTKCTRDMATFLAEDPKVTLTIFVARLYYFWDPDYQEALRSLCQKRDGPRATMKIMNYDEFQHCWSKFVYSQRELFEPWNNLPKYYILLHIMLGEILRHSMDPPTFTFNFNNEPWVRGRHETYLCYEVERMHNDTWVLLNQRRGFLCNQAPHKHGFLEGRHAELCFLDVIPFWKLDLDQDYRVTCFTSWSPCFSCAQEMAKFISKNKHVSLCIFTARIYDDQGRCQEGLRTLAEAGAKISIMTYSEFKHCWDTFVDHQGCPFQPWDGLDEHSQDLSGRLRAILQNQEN
hIAP act = human IAP activators, primary screen, biochemical, luminescence, uHTS; AID 2524, 2010; 0.16% of 330,000 active; purified human IAP, CDP-Star luminescence, 30 min; active compounds read high; 1 = vehicle-only enzyme, 0 = enzyme-free background; activation factor at 10 µM; Intestinal-type alkaline phosphatase (Homo sapiens), P09923;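 active = activation factor of the enzyme at least 2-fold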; also: the source names both 10 and 20 µM as test concentration; values of inactives mirror those of a sister screen read the other way
beta cell repl = inducers of MIN6 beta-cell proliferation, primary screen, ATP luminescence, uHTS. 0.29% of 330,000 active. MIN6 cells proliferation, ATPlite luminescence, 48 h; cells starved in 0.2% serum; 100% = growth in 10% serum. proliferation, % at 10 µM;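 active = compounds whose signal lies at least 3.5 SD above the mean of all wells on their plate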;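 also: 0% = DMSO-treated cells in low-serum medium and 100% = 10% serum control; some compounds called inactive have numbers as strong as hits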
mIAP act = activators of mouse IAP, primary screen, biochemical, luminescence, uHTS; intestinal alkaline phosphatase [Mus musculus]; muIAP, CDP-Star luminescence, 30 min; active compounds read high; 1 = vehicle-only enzyme signal, 0 = enzyme-free wells; activation factor at 10 µM; 0.24% of 330,000 active;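 active = activation factor of at least 2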; also: the source names both 10 and 20 µM as test concentration; values of inactives mirror those of a sister screen read the other way
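System: Mouse IAP enzyme | Also added: CDP-Star substrate | Dosing: Compounds dispensed in DMSO | Schedule: 30 min enzyme-substrate-compound incubation at room temperature | Technique: Chemiluminescence readout | Control set: DMSO-only wells and no-enzyme negative control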
hIAP block = human IAP inhibitors, primary screen, biochemical, luminescence, uHTS | purified IAP, CDP-Star luminescence, 30 min | inhibition, % at 10 µM | 0.12% of 330,000 active | AID 2544, 2010;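 active = inhibition reaching a set limit with compound at 10 µM in the primary screen, cut at about 35% in these data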;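 also: plate controls were DMSO wells with enzyme for no effect and no-enzyme buffer wells for full effect; values of inactives mirror those of a sister screen read the other way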
NR3A LBD binder = binders of NR3A ligand-binding domain, primary screen, biophysical, differential scanning fluorimetry, uHTS; 2.5% of 340,000 active; Tm shift relative to glycine control, % at 25 µM; AID 1259313, 2017; NR3A LBD differential scanning fluorimetry, Tm shift; 0% = protein alone, 100% = glycine-bound protein;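 active = melting temperature shift of at least 10% of the positive control shift, at one fixed dose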
mIAP block = inhibitors of mouse IAP, primary screen, biochemical, luminescence, uHTS; intestinal alkaline phosphatase [Mus musculus]; purified mouse IAP, CDP-Star luminescence, 30 min; inhibition, % at 10 µM; 0.2% of 330,000 active;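 active = inhibition of at least 40% at 10 µM in the primary screen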;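 also: plate controls were DMSO with enzyme for no effect and no enzyme wells for full effect; values of inactives mirror those of a sister screen read the other way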
APOBEC3A inh = APOBEC3A ssDNA deaminase inhibitors, primary screen, selectivity assay for APOBEC3G inhibitor project, biochemical, FAM/TAMRA oligo cleavage fluorescence | AID 493011, 2011 | recombinant A3A, FAM/TAMRA ssDNA deamination fluorescence | 0.41% of 330,000 active | inhibition, % at 20 µM;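 active = at least 40% inhibition at 20 µM here, with at most 30% in a related deaminase screen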;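 also: plate controls were A3A with DMSO for no effect and wells lacking A3A enzyme for full effect; some results filed as inactive read as strong as hits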
Target sequence (P31941 whole entry, looked up): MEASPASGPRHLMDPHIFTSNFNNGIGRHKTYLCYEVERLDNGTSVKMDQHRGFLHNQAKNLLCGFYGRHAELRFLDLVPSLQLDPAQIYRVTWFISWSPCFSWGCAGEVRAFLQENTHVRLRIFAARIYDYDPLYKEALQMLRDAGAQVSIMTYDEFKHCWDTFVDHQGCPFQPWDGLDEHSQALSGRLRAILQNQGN
MPTP inh = mitochondrial permeability transition pore inhibitors, primary screen, biochemical, isolated mouse mitochondria, absorbance. Ca2+ swelling absorbance, 30 min. inhibition, % at 10 µM. 1.4% of 360,000 active. AID 602449, 2012;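 active = inhibition of 50% or more, scaled per plate between neutral and stimulator controls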;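 also: 0% = DMSO wells given calcium and 100% = 1 mM EGTA wells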
Numbers without * were called inactive; . = not tested or not shown. Compounds as they come (roughly 5% active in at least one column).

SMILES	APOBEC3G inh	hIAP act	beta cell repl	mIAP act	hIAP block	NR3A LBD binder	mIAP block	APOBEC3A inh	MPTP inh
CCc1nn(CC(=O)Nc2ccc(Br)c(C)c2)c(=N)s1	-8.8	0.991	-1.4	0.99	0.9	-2.1	1.0	1.4	1.1
COc1ccc(C2=NN(C(N)=S)C(c3ccccc3)C2)cc1 (stereo unspecified)	10.6	0.843	0.1	1.11	15.7	-2.9	-10.9	1.4	-0.1
Cc1ccccc1NS(=O)(=O)c1ccc(C(=O)N2CC(C)OC(C)C2)cc1 (stereo unspecified)	-4.8	1.08	-0.8	1.02	-8.0	0.2	-2.4	-1.2	0.5
CCCCCc1ccc(-c2nnc(N)s2)cc1	-3.6	0.811	0.1	0.895	18.9	0.3	10.5	-0.2	-1.4
Nc1ccc(N2CCCCC2)c(S(=O)(=O)Nc2ccc(Cl)cc2)c1	-7.0	1.01	-3.7	0.952	-0.7	-3.5	4.8	-0.7	2.9
Cc1ccccc1OCCn1c(=O)sc2ccccc21	-6.2	1.03	-3.8	1.05	-2.9	-2.1	-5.0	-2.9	1.8
CC1Cc2ccccc2N1C(=O)c1cccnc1 (stereo unspecified)	-3.0	1.18	-0.7	1.02	-17.8	-0.1	-1.9	1.0	-1.2
CCCC(=O)Nc1nn(CC)c2nc3ccc(C)cc3cc12	-6.5	1.09	9.5*	1.05	-8.8	-5.2	-5.3	-1.7	-0.4
Cc1ccc(S(=O)(=O)NCCC(=O)NCc2ccccn2)cc1	-9.3	1.12	-2.4	0.973	-12.3	2.6	2.7	-3.7	-0.5
Cc1ccc(S(=O)(=O)N2CCC(C(=O)NNS(=O)(=O)c3ccc(Cl)cc3)CC2)cc1	-2.9	1.03	-0.4	0.945	-3.1	-1.4	5.5	0.1	0.3
Cc1c(NC(=O)C(C)OC(=O)Cc2ccc(F)cc2)c(=O)n(-c2ccccc2)n1C (stereo unspecified)	-9.4	0.982	0.8	0.901	1.8	0.3	9.9	-1.6	0.3
CC(Oc1ccccc1F)c1nnc(SCC(=O)NCc2ccc3c(c2)OCO3)o1 (stereo unspecified)	-8.3	0.94	1.6	0.846	6.0	-0.2	15.4	-5.3	-2.0

The closing 4 compounds of the part before lead into the next.
SMILES	APOBEC3G inh	hIAP act	beta cell repl	mIAP act	hIAP block	NR3A LBD binder	mIAP block	APOBEC3A inh	MPTP inh
Cc1ccc(S(=O)(=O)NCCC(=O)NCc2ccccn2)cc1	-9.3	1.12	-2.4	0.973	-12.3	2.6	2.7	-3.7	-0.5
Cc1ccc(S(=O)(=O)N2CCC(C(=O)NNS(=O)(=O)c3ccc(Cl)cc3)CC2)cc1	-2.9	1.03	-0.4	0.945	-3.1	-1.4	5.5	0.1	0.3
Cc1c(NC(=O)C(C)OC(=O)Cc2ccc(F)cc2)c(=O)n(-c2ccccc2)n1C (stereo unspecified)	-9.4	0.982	0.8	0.901	1.8	0.3	9.9	-1.6	0.3
CC(Oc1ccccc1F)c1nnc(SCC(=O)NCc2ccc3c(c2)OCO3)o1 (stereo unspecified)	-8.3	0.94	1.6	0.846	6.0	-0.2	15.4	-5.3	-2.0
COc1ccc(C(CNC(=O)c2cccc(S(=O)(=O)N3CCCC(C)C3)c2)N(C)C)cc1 (stereo unspecified)	-0.7	0.994	-4.7	0.958	0.6	0.3	4.2	0.1	-0.9
O=C(CCC1N=C2c3ccccc3N=C(SCc3cccc(Cl)c3)N2C1=O)NCc1ccco1 (stereo unspecified)	-5.4	0.939	-0.7	0.902	6.1	0.8	9.8	-2.4	1.0
CC(=O)Nc1ccc(NC(=O)C(=O)N/N=C/c2cccnc2)cc1	-1.8	0.957	-1.2	1.06	4.3	-1.4	-6.4	1.6	1.6
O=S1(=O)C=CC(Sc2nc3ccccc3[nH]2)C1 (stereo unspecified)	-6.5	1.37	-1.4	0.96	-37.1	-1.2	4.0	1.3	0.6
CCC(C)c1c(O)nc(SCC(=O)N2CCCCCC2)[nH]c1=O (stereo unspecified)	-12.1	0.923	1.1	1.01	7.7	-0.6	-0.9	-7.6	1.6
COc1cc2c(cc1OC)C(C)N(C(=O)Cc1ccc(C(F)(F)F)cc1)CC2 (stereo unspecified)	0.2	1.04	-2.6	0.93	-4.1	2.4	7.0	3.9	-0.1
O=C(COc1ccccc1/C=C1\SC(=O)NC1=O)Nc1ccc(F)cc1	-6.9	1.13	-4.0	0.955	-12.9	-1.1	4.5	-2.5	7.5
CCCCn1c(N)c(N(CCOC)C(=O)c2ccc(N3CCCC3=O)cc2)c(=O)[nH]c1=O	-4.5	1.04	3.2	1.03	-4.2	3.1	-3.3	-2.6	-0.1
COc1ccc(CC(=O)N/N=C/c2ccc(-c3cccc(C(=O)O)c3)o2)cc1OC	5.7	1.04	-2.5	0.847	-3.7	0.0	15.3	41.8*	2.8
Cn1c(CO)c(-c2ccccc2)c2cc([N+](=O)[O-])ccc21	0.4	0.875	0.4	0.933	12.5	-5.8	6.7	1.4	1.1
Cc1c(Cl)c([N+](=O)[O-])nn1CC(=O)NCc1ccc(Cl)cc1	-4.5	1.04	-1.2	0.934	-4.4	-0.9	6.6	-2.7	-0.7
C/C(=N\NC(=O)c1ccncc1)c1ccc(NC(=O)c2ccc(Cl)cc2)cc1	-3.5	0.998	-6.8	1.03	0.2	-25.7	-3.4	1.8	-0.7
C=C(C)CSc1nnc(-c2ccccc2)n1N	-9.4	1.09	-0.1	1.1	-8.9	9.5	-10.0	-4.1	2.1
C#CCOc1c(Cl)cc(/C=C2/C(=O)ON=C2C)cc1OCC	-1.8	0.874	-4.5	0.98	12.6	2.9	2.0	1.9	-0.9
Fc1ccccc1N1CCN(Cc2cccnc2)CC1	-6.7	0.911	-2.5	1.03	8.9	-2.7	-2.9	-1.8	0.2
O=C1C(c2ccc(F)cc2)N(Cc2ccc3c(c2)OCO3)C(=O)CN1C1CCCCC1 (stereo unspecified)	-2.6	1.08	-0.1	1.02	-7.8	0.0	-1.9	0.6	0.1
CCOc1ccc(Cl)cc1S(=O)(=O)N1CCC(C(=O)NCc2ccco2)CC1	-7.4	1.02	1.0	0.938	-2.0	-0.9	6.2	0.9	0.5
Cc1cc(N/N=C/c2ccc(O)cc2)nc(NS(=O)(=O)c2ccccc2)n1	16.4	0.883	4.1	0.856	11.7	-6.5	14.4	48.7*	-0.1
CN(C)CCCNC(=S)/N=c1\sccn1Cc1ccccc1Cl	0.2	0.951	0.0	1.05	4.9	-1.0	-5.3	-4.2	0.0
Cc1ccccc1Cn1ccc(NC(=O)c2cnn3cccnc23)n1	-0.3	0.992	0.2	1.03	0.8	-1.0	-2.8	3.2	-0.6
Cc1ccccc1NC(=S)NC(=O)CCc1ccccc1	-4.1	0.829	-6.4	0.972	17.1	2.0	2.8	0.3	0.0
CC(C)C(O)(C#CCN1CCCCCC1)c1ccccc1 (stereo unspecified)	-2.7	1.26	-1.9	0.991	-26.0	-0.1	0.9	0.2	1.0
O=C(Nc1cccc(-c2cn3cccnc3n2)c1)c1ccc2c(c1)OCO2	-3.5	1.05	1.0	0.965	-5.1	-7.5	3.5	0.4	-0.8
Cc1cccc(C(=O)OCC(=O)NCC2CCCO2)c1O (stereo unspecified)	-5.9	1.01	9.5	1.04	-0.7	0.9	-4.3	-1.6	-0.8
O=C(/C=C/Nc1ccc(S(=O)(=O)Nc2ncccn2)cc1)c1cccs1	-3.4	0.899	-0.8	0.979	10.1	1.1	2.1	-2.8	0.1
CCOc1ccc(/C=N/NC(=O)CN2CCSCC2)cc1	-6.4	0.901	0.9	0.955	9.9	0.8	4.5	-1.4	0.0
COc1ccc(C(=O)/C=C(/C)N(C)C)cc1	-4.2	1.09	-1.4	0.982	-8.6	0.9	1.8	-4.7	-1.4
O=C(N/N=C/c1cc([N+](=O)[O-])ccc1O)C1C2CCCCC21 (stereo unspecified)	-5.3	1.1	-4.2	0.862	-9.7	.	13.8	-1.4	.
Cc1ccc2nc(NC(=O)CNS(=O)(=O)c3ccc(Br)s3)sc2c1	-6.3	1.25	-1.3	0.8	-25.0	-1.4	20.0	-7.7	15.7
CCOCCCNC(=O)C(NC(=O)c1ccccc1O)c1ccc(C)cc1 (stereo unspecified)	-5.5	1.06	0.4	1.09	-5.9	-0.2	-9.3	-0.7	-0.6
CNC(=O)c1cccc(NC(=O)C(C)c2ccc3cc(OC)ccc3c2)c1 (stereo unspecified)	-4.9	0.938	3.5	1.06	6.2	-2.4	-5.9	-3.4	1.0
COc1ccc(C(=O)Nc2cc([N+](=O)[O-])ccc2N2CCCC2)cc1	-7.1	0.914	6.4	0.937	8.6	-2.5	6.3	4.7	0.0
COC(=O)CCC(=O)OC1(C)C(=O)C2=CN(C3CCCC3)C(c3ccc(OC)cc3)=CC2=C(Br)C1=O (stereo unspecified)	-6.0	0.765	-8.8	0.845	23.5	-3.4	15.5	-1.9	1.6
Cc1ccc(S(=O)(=O)N/N=C/c2ccc(C(=O)O)cc2)cc1	-5.9	1.12	-0.7	0.986	-11.7	0.5	1.4	0.5	-1.3
Cc1cc(C)c(CN2CCC(n3nccc3NC(=O)CCOc3ccccc3)CC2)cc1C	-6.5	0.877	-7.6	1.45	12.3	0.1	-44.6	-5.3	-0.1
CC(NC(=O)COC(=O)C1CCN(S(=O)(=O)c2ccccc2C(F)(F)F)CC1)c1ccccc1 (stereo unspecified)	-2.0	1.1	0.0	1.02	-10.1	0.8	-2.4	2.1	0.1
O=C1CN(C(=O)COC(=O)CCSc2ccccc2Cl)c2ccccc2N1	-4.9	0.992	1.0	1.04	0.8	1.4	-3.8	-3.6	0.5
O=C1C=C(c2ccccc2)CCC1	-7.2	0.926	0.9	1.16	7.4	0.1	-16.4	-5.8	-0.9
Cc1ccccc1NC(=O)N1c2ccccc2CC1C (stereo unspecified)	9.6	0.868	-3.1	1.03	13.2	-0.3	-3.4	-0.4	2.8
CC1CCC(NC(=O)CCNS(=O)(=O)c2ccc3c(c2)CCC(=O)N3)CC1 (stereo unspecified)	1.4	0.998	-1.9	1.02	0.2	5.5	-1.7	-0.1	-2.7
CCCCSc1nnc2n(CCc3ccccc3)c(=O)c3c4c(sc3n12)COC(C)(C)C4	3.3	1.16	-3.3	1.03	-16.2	0.1	-2.6	4.0	3.3
CCOC(=O)C1=C(C)NC(=O)NC1c1ccco1 (stereo unspecified)	3.8	0.946	2.2	0.989	5.4	0.7	1.1	19.0	-1.1
Cc1cccc(CC(=O)N2CCCC2)c1	0.2	1.06	2.9	1.02	-5.9	1.8	-1.8	-4.3	0.0
COc1ccc(CCNc2ccncn2)cc1	-7.9	0.936	-2.3	0.994	6.4	-2.5	0.6	-4.0	20.2
O=S(=O)(c1ccc(F)cc1)N1CCC(N2CCCCCC2)CC1	3.4	1.17	2.8	1.05	-16.8	-0.9	-4.7	-0.6	-1.4
O=C(CCc1ccccc1)OCC(=O)c1ccc(Br)cc1	1.7	0.996	0.5	1.01	0.4	0.2	-0.8	5.1	-0.5

Assay outcomes as filed in PubChem BioAssay.
